# PrPC surface inh: reduces human prion protein on the cell surface; P04156; cell surface PrPC, TR-FRET read-out; inhibition, % at 13.8 µM; hit rate 0.43% among 370,000; in the data active = inhibition above about 24%; note: 0% = median of the test wells and 100% = reference compound wells
# BoNT F protease: inhibitors of Botulinum neurotoxin F light chain protease; Multiplex microsphere protease cleavage assay, flow cytometry; inhibition, % at 10 µM; AID 588497; hit rate 0.22% among 360,000; in the data active = inhibition above about 35%, passing the limit was not always enough; inconclusive = no clear call, values can overlap the other calls; note: plate controls were buffer without enzyme for full effect and enzyme alone for no effect
# PfHsp40 rescue: restores yeast growth despite PfHsp40 toxicity; S. cerevisiae expressing PfHsp40, growth rescue, ATP luminescence; growth rescue, % at 12.5 µM; hit rate 0.68% among 340,000; AID 504582; in the data active = growth rescue above about 28%, passing the limit was not always enough; inconclusive = no clear call, values can overlap the other calls;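 note: yeast W303a lacking pdr1 and pdr3 grown in galactose medium; growth measured after three days at 30 °C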
# Y pestis TopoI: Y. pestis Topo-I inhibition via cleavage products; AID 504884; activity, % at 10 µM; hit rate 0.064% among 360,000; Y. pestis Topo-I cleavage product accumulation, plate reader; in the data active = activity above about 50%, passing the limit was not always enough; inconclusive = no clear call, values can overlap the other calls; note: inactives centre near 2
# TcdB GH inh: blocks C. difficile toxin B glycohydrolase activity; hit rate 0.24% among 350,000; inhibition, % at 9.99 µM; P18177; TcdB glycohydrolase enzymatic assay, plate reader; in the data active = inhibition above about 10%
# BoNT A protease: blocks Botulinum neurotoxin A light chain protease; multiplex microsphere protease substrate cleavage, flow cytometry; inhibition, % at 10 µM; hit rate 0.17% among 360,000; AID 588499; note: plate controls were buffer without enzyme for full effect and enzyme alone for no effect
# Anthrax LF prot: inhibitors of Bacillus anthracis lethal factor protease; hit rate 0.12% among 360,000; P15917; multiplex microsphere protease cleavage assay, LF; inhibition, % at 10 µM; note: plate controls were buffer without enzyme for full effect and enzyme alone for no effect
# Target sequence (P15917 whole entry, looked up): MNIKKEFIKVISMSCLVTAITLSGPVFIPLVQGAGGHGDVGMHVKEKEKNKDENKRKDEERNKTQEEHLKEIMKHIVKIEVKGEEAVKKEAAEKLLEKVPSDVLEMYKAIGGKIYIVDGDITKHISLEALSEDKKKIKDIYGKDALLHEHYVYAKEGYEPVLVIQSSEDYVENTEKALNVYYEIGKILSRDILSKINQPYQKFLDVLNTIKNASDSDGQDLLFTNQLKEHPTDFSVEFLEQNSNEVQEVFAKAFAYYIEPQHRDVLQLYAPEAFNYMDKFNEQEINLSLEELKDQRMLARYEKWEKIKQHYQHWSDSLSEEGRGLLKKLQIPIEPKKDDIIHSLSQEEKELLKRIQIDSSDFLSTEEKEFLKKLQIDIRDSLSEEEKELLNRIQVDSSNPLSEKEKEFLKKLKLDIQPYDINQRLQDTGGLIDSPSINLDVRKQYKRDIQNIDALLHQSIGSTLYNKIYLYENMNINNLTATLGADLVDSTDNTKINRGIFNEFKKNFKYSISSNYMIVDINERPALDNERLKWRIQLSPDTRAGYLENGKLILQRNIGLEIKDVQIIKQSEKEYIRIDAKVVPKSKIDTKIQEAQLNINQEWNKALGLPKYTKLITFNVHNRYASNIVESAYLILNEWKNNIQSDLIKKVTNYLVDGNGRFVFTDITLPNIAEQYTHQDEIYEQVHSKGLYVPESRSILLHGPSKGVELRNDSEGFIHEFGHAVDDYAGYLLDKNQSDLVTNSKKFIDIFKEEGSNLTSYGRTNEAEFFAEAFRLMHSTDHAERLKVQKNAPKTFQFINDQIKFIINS
# FadD28 binding: inhibitors of Mycobacterium tuberculosis FadD28 bisubstrate binding | FadD28 bisubstrate probe binding, fluorescence polarization | inhibition, % at 12.5 µM | hit rate 0.22% among 360,000 | AID 588549; in the data active = inhibition above about 8.5%, passing the limit was not always enough; inconclusive = no clear call, values can overlap the other calls
# CCHF vOTU inh: blocks the CCHF virus ovarian tumor domain protease. CCHFV vOTU protease, Pep-AMC fluorescence. hit rate 0.55% among 370,000. inhibition, % at 11.5 µM. AID 651958; in the data active = inhibition above about 30%; note: 0% = vehicle wells with enzyme and 100% = no enzyme wells
# * hit, by the source's call; ? = inconclusive; / = no result given. Cut-off read from the data, not from the text of the source, unless noted: active = inhibition above about 30%; inconclusive = no clear call, values can overlap the other calls; inactive = below that.
# Screens in order – PrPC surface inh	BoNT F protease	PfHsp40 rescue	Y pestis TopoI	TcdB GH inh	BoNT A protease	Anthrax LF prot	FadD28 binding	CCHF vOTU inh
- Fc1ccc(-c2cc(-c3cccs3)cc(-c3ccccc3)n2)cc1
    4	?	-1.0	5	1.3	?	1	-1.0	2
- COc1cccc(C2C(C(N)=O)=C(C)Nc3nc(CCCO)nn32)c1OC (stereo not given)
    -6	8	-1.5	7	0.3	0.4	3	-1.0	-1
- CC1CC(C)CN(S(=O)(=O)N2CCCC(C(=O)NCc3ccccc3Cl)C2)C1 (stereo not given)
    6	0	1.1	18	1.6	0.5	-5	0.6	16
- CC(C)OC(=O)CCCN1C(=O)c2ccc(N)cc2C1=O
    -8	10	-0.6	1	/	-0.6	-2	-0.6	8
- O=C(O)c1ccccc1-c1ccccc1C(=O)NNc1ccc([N+](=O)[O-])cc1
    -4	-6	-1.4	8	-0.5	-0.4	-4	-5.5	-3
- Cc1nnc(NC(=O)c2ccc(S(=O)(=O)N3CC(C)CC(C)C3)cc2)o1 (stereo not given)
    -3	-6	-0.1	1	0.4	-1.6	-7	-0.8	5
- COc1ccc(C(C)(O)c2nc(-c3cccc(NC(C)=O)c3)cs2)cc1 (stereo not given)
    -9	-4	/	0	3.3	-0.2	-5	-5.5	-13
- COc1ccc(NC(=O)c2ccc(S(=O)(=O)N3CCOCC3)cc2)c(OC)c1
    1	-6	-0.4	4	/	-3.3	-2	0.7	-3
- CCCCC(C(=O)O)C(C)CC(=O)Nc1cccc(C(=O)O)c1 (stereo not given)
    5	2	-1.9	-5	/	-0.3	3	-2.4	4
- COc1cc(NS(=O)(=O)c2csc(C(N)=O)c2)cc(OC)c1
    -3	-10	-0.7	1	1.0	-1.8	1	-1.0	0
- Cc1c(NC(=O)/C(C#N)=C/C2CC=CCC2)c(=O)n(-c2ccccc2)n1C (stereo not given)
    2	2	0.8	6	/	1.2	-2	-1.2	13
- O=C(c1cccnc1)N(Cc1ccccc1)C(=O)c1cccnc1
    0	-1	0.0	-3	-0.2	0.1	-3	-2.6	7
- CC1CC(=O)N(c2ccc(C(C)C)cc2)C(=O)C1
    4	?	13	1	1.0	-0.1	18	3.4	-9
- CCCCCOc1ccc(C(=O)N(Cc2ccco2)C2CCS(=O)(=O)C2)cc1 (stereo not given)
    5	-6	2.3	15	0.4	-1.5	-4	-4.2	-1
- COc1c(/C=N/NC(=O)[C@H]2C[C@@H]2c2ccccc2)c(CCN(C)C(C)=O)cc2c1OCO2
    6	8	0.5	21	1.5	-0.7	-4	-2.6	-6
- O=C(N/N=C/c1cccn1-c1ccc([N+](=O)[O-])cc1)c1cccnc1
    -12	/	-3.2	-11	0.4	/	/	-3.1	5
- O=C(Cn1cccc1C(=O)c1ccccc1)NCc1ccco1
    6	-6	-1.3	0	/	-0.6	-2	-3.1	11
- O=S(=O)(Nc1ccc2c(c1)OCCO2)c1c(F)cccc1F
    12	-5	4.3	3	0.8	-2.3	0	0.7	16
- Cn1c(=O)[nH]c(=O)c2c1nc(CN1CCN(c3ccccc3F)CC1)n2CC(N)=O
    7	-8	2.0	4	-9.6	-1.0	-8	-2.2	19
- COC(=O)c1sccc1-n1cccc1C(=O)C(=O)N1CC(C)OC(C)C1 (stereo not given)
    1	-4	-1.3	-6	/	0.1	2	0.7	-2
- CC(C(=O)Nc1ccccc1)C(=O)Nc1ccccc1
    17	-4	2.5	-8	-1.4	-2.5	11	3.0	4
- CC(C)(C)c1ccc(C(=O)N2CCCCCC2=O)cc1
    1	-13	1.5	15	/	-0.1	-1	-0.5	6
- O=C1C=C(c2cccc(O)c2)CCC1
    -8	6	-0.6	6	/	-0.1	-3	-4.3	-8
- COc1ccc(S(=O)CC(=O)Nc2ccc(Cl)cc2Cl)cc1 (stereo not given)
    5	7	0.0	3	-0.9	0.3	1	0.5	-3
- O=C(NCc1ccccc1Cl)c1ccccc1CCc1ccccc1
    6	0	3.8	38	0.3	0.1	2	-3.4	1
- CCC(C)[C@H]1COCCS(=O)(=O)N1Cc1ccc(C)cc1 (stereo not given in full)
    3	5	-0.4	5	2.1	-0.1	7	-3.9	0
- C=C1CC[C@@H]2[C@](C)(CO)[C@H](O)CC[C@@]2(C)[C@@H]1C/C=C1/C(=O)OCC1O (stereo not given in full)
    3	-26	0.4	-3	1.5	-1.5	-7	-2.8	5
- Cc1ccc(NC(=O)Cc2ccc(Cl)cc2)cc1S(=O)(=O)N1CCCCCC1
    -2	-5	0.3	9	0.8	0.9	-1	-1.4	18
- O=C(O)CC(NC(=O)COc1ccccc1)c1cccc([N+](=O)[O-])c1 (stereo not given)
    -13	-4	0.0	-7	1.2	0.4	-1	-2.5	13
- COc1ccc(OC)c(-n2c(O)c(C=NCCN3CCNCC3)c(=O)[nH]c2=S)c1
    -2	-36	0.7	-1	2.4	-0.4	0	-2.8	-8

# Compound profiles (already shown):
# `C=C1CC[C@@H]2[C@](C)(CO)[C@H](O)CC[C@@]2(C)[C@@H]1C/C=C1/C(=O)OCC1O` (stereo not given in full) across the screens: PrPC surface inh = 3; BoNT F protease = -26; PfHsp40 rescue = 0.4; Y pestis TopoI = -3; TcdB GH inh = 1.5; BoNT A protease = -1.5; Anthrax LF prot = -7; FadD28 binding = -2.8; CCHF vOTU inh = 5
# `O=C1C=C(c2cccc(O)c2)CCC1` across the screens: PrPC surface inh = -8; BoNT F protease = 6; PfHsp40 rescue = -0.6; Y pestis TopoI = 6; TcdB GH inh = /; BoNT A protease = -0.1; Anthrax LF prot = -3; FadD28 binding = -4.3; CCHF vOTU inh = -8

# More entries
# Screens in order – PrPC surface inh	BoNT F protease	PfHsp40 rescue	Y pestis TopoI	TcdB GH inh	BoNT A protease	Anthrax LF prot	FadD28 binding	CCHF vOTU inh
- COCCNC(=O)/C(C#N)=C/c1c(F)cccc1Cl
    -2	-2	-2.0	-12	1.2	-0.1	-2	-2.6	-5
- COCCN(C(=O)COC(=O)c1ccc(Cl)s1)c1c(N)n(Cc2ccccc2)c(=O)[nH]c1=O
    -10	-11	-1.4	-8	1.3	-0.8	-3	-3.4	1
- CC(C)C(=O)Nc1sc2c(c1-c1nc3ccccc3[nH]1)CCCC2
    2	-2	0.4	-21	/	-0.2	0	-4.8	-27
- COc1ccc(-c2nc3c(Cl)cc(C(F)(F)F)cn3c2Cc2cccc(Cl)c2)cc1OC
    3	6	/	/	1.7	1.9	4	/	20
- CCOC(=O)c1[nH]c(C)c(C(=O)N2CCN(c3cccc(Cl)c3)CC2)c1C
    -8	1	-0.5	32	0.9	2.1	0	-2.6	-14
- Cc1cc(C)nc(N2CCCC(C(=O)NC3CCCC3)C2)n1 (stereo not given)
    2	-16	-0.5	7	/	-1.1	-2	0.1	-12
- C[N+]1(C)[C@@H]2CC[C@H]1CC(OC(=O)C(CO)c1ccccc1)C2 (stereo not given in full)
    -2	-2	-0.3	-2	0.8	-0.5	-1	-0.7	-2
- CCOc1ccc2oc(C(=O)N3CCN(c4ccccc4OCC)CC3)c(C)c2c1
    2	-10	0.6	9	0.1	-1.5	3	0.3	9
- Cn1c(COc2ccccc2)nnc1SCC(=O)Nc1ccc(S(N)(=O)=O)cc1
    2	2	1.7	13	/	0.2	1	-0.5	0
- CCCCNC(=O)C1(C)CCN1C(=O)c1ccc(C)c(F)c1 (stereo not given)
    5	1	/	0	-0.1	0.1	-5	-0.3	3
- O=C1NC(=O)N(Cc2ccco2)C(=O)/C1=C/C=C/c1ccco1
    2	-1	0.2	-5	-0.4	-0.6	-5	?	29
- CCCNC(=O)N[C@@H](CCSC)C(=O)OC
    0	10	0.0	-3	/	0.2	-1	-2.8	-12
- NS(=O)(=O)c1ccc(N2C(=O)C(=O)/C(=C(/O)c3ccccc3)C2c2ccc(Cl)cc2)cc1 (stereo not given)
    4	1	2.8	-1	-1.9	0.6	10	-2.8	19
- O=C(CS(=O)(=O)Cc1ccccc1)Nc1ccc(S(=O)(=O)N2CCCCCC2)cc1
    -2	-5	0.9	11	/	-0.1	-2	24*	6
- Cc1c(C(=O)OC/C(O)=C(\C#N)c2nc3ccccc3[nH]2)oc2ccc(Br)cc12
    -2	-4	-0.5	-4	1.6	0.5	-1	-1.5	13
- Cc1cc(C)c(C#N)c(SCc2[nH]nc3c2C(c2ccc(F)cc2)C(C#N)=C(N)O3)n1 (stereo not given)
    3	-4	1.6	0	/	-0.1	0	-13	5
- CN(C)Cc1c(O)ccc2c1O/C(=C\C=C\c1ccccc1)C2=O
    -7	5	-1.6	-5	2.0	3.3	9	1.5	-5
- COCCN(Cc1ccccc1)C(=O)c1ccc(C(=O)c2ccccc2)cc1
    2	-6	-0.1	11	2.4	1.1	-1	0.6	10
- CCN(CC)C(=O)C1c2ccccc2Oc2ccccc21
    0	13	-1.1	-1	0.1	-2.6	-8	-1.2	15
- Cc1c2c(nc3ccccc13)CC(C)(C)CC2=O
    1	-1	-0.7	5	-0.4	-0.3	1	-1.6	-4
- CC(C)Cc1ccc(C(C)NC(=O)Cc2ccc(S(=O)(=O)N3CCOCC3)s2)cc1 (stereo not given)
    8	-5	-1.2	5	0.6	-1.2	-4	-1.2	11
- CCC(=NCCc1c(C)[nH]c2ccccc12)C1=C(O)CC(c2ccccc2)CC1=O (stereo not given)
    11	-8	2.1	-3	1.4	-0.4	-4	-5.4	-5
- Cc1ccc(C)c(-c2cc(C(=O)Nc3nccs3)c3ccccc3n2)c1
    6	-5	-0.4	3	0.4	-0.7	2	-1.1	-11
- Cc1ccc(CSCC(=O)NCc2cccnc2)cc1
    1	-7	-0.4	7	0.2	-1.3	-1	-1.3	-9
- COc1ccccc1CNC(=O)c1ccc(NC(=O)CC2SC(N3CCCC3)=NC2=O)cc1 (stereo not given)
    5	6	-1.5	32	-2.2	2.0	0	-0.9	2
- COc1ccc2nc(SCC(=O)O)nc(C)c2c1
    -2	-34	2.5	11	/	-0.8	-2	-2.3	-25
- COc1ccc(S(=O)(=O)N2CCC(C(=O)N3CCCCC3)CC2)cc1Cl
    3	2	0.1	0	/	-0.6	-3	-0.7	-14
- O=C(C/C=N\OCc1ccc([N+](=O)[O-])cc1)Nc1ccc(Br)cc1
    6	-1	4.5	-3	-0.3	-0.4	0	-4.0	5
- O=c1cc(CCc2ccccc2)oc2cccc(O)c12
    -1	-11	2.8	12	2.4	0.2	5	-2.7	4
- O=C(Nc1cscc1S(=O)(=O)c1ccc(Cl)cc1)c1ccccc1Cl
    10	?	/	14	2.4	-0.8	-10	-1.6	-6
- CCC(=NC(C)c1ccccc1)c1c(O)[nH]c(=O)[nH]c1=O (stereo not given)
    16	0	-0.7	5	0.8	1.3	-10	-1.6	-7
- CC(NS(=O)(=O)c1ccc(OCC(=O)Nc2cccc([N+](=O)[O-])c2)cc1)c1ccccc1 (stereo not given)
    -1	7	1.1	0	1.9	-0.2	0	-1.9	2
- CCCCC(=O)OCc1c(-c2ccccc2)ncc2ccccc12
    -16	-6	0.1	42	0.9	0.7	3	-3.8	11
- CCCCCCCCCS(=O)(=O)N/N=C/c1cccc([N+](=O)[O-])c1
    -10	1	?	22	/	3.4	-2	-4.2	14
- CN1C(=O)C(=O)N(CC(=O)Nc2ccccc2OC(F)F)C1=O
    3	4	-2.5	3	0.0	1.0	-1	/	6
- Cc1nc2ccc(NC(=O)N(C(C)C)C(C)C)cc2s1
    1	-5	0.6	-3	/	-0.7	-2	-5.7	-2
- CCOC(=O)[C@@H]1[C@H]2COc3ccc(Br)cc3[C@H]2N2C(=O)N(c3ccc(Cl)cc3)C(=O)[C@]12C
    3	-9	2.9	1	2.5	0.2	-4	-1.3	-7
- C=CCn1c(C)cc(C(=O)COC(=O)C2CC(=O)N(CCc3ccc(OC)c(OC)c3)C2)c1C (stereo not given)
    -2	2	1.3	22	1.6	-2.3	?	-0.5	-1
- Cc1cc(=O)c(C(=O)O)cn1-c1ccc(C(C)C)cc1
    6	-6	1.3	-4	-2.3	-1.0	-1	-2.7	10
- O=C1Cc2ccccc2C(=O)N1
    -6	4	/	/	-0.6	0.6	-6	/	116*

# Screens (PubChem BioAssay)
